Bioassay records (PubChem)
TRb-SRC2 inh = qHTS for Inhibitors of the Interaction of Thyroid Hormone Receptor and Steroid Receptor Coregulator 2; Thyroid hormone receptor beta (Homo sapiens), P10828; TRbeta-SRC2 peptide binding, fluorescence polarization; receptor liganded with 1 µM T3; Potency, µM (series often up to 106 µM), for the others: at the highest dose activity change, negative = inhibition, usual class: inhibitors; 280,000 tested, 0.065% active; AID 1469, 2008;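 further: plate controls were bound peptide for no effect and peptide without receptor for full effect; nearly all actives have a fitted effect of over 50% in size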
Target sequence (P10828 whole entry, looked up): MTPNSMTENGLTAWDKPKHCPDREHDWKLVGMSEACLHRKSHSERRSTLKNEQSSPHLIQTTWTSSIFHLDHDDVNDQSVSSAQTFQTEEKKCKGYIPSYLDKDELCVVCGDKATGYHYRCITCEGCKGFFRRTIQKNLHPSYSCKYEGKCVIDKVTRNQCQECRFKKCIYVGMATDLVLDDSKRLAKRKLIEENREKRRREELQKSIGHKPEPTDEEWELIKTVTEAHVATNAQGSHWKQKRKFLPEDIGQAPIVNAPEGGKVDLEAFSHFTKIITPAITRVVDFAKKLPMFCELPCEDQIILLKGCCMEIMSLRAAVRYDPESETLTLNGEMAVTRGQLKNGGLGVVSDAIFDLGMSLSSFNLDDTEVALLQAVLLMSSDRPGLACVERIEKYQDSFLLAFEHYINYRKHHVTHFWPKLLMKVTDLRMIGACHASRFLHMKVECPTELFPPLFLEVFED
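Read-out is fluorescence polarization (555 nm excitation, 632 nm emission) of a Texas Red SRC2 coactivator peptide; loss of signal reflects blocked binding to human TRb ligand-binding domain in the presence of 1 uM T3.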
Tau fibril FP = qHTS for Inhibitors of Tau Fibril Formation, Fluorescence Polarization. Microtubule-associated protein tau (Homo sapiens), P10636. K18 P301L tau heparin fibrillization, Alexa594 FP, 6 h. Potency, µM (highest dose often 57.7 µM), without a hit: top-dose activity, negative = inhibition, hits mostly inhibitors. 280,000 tested, 0.39% active; further: on the % scale 0 is the no-effect control and ±100 the full control effect; nearly all actives have a fitted effect of over 55% in size
Target sequence (P10636 561-689 P618L limits assumed): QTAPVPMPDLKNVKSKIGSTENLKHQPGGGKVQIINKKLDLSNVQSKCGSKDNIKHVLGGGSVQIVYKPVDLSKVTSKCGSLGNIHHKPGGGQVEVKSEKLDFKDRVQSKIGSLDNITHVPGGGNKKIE
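Steps: dispense K18 P301L tau (15 uM plus 0.24 uM Alexa 594 tracer, final) in pH 7 sodium acetate; add compound; add heparin (20 uM final); incubate 6 hr, 37 C; add ThT (30 uM final); after 1 hr ambient, read FP.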
Tau fluor counter = Counterscreen qHTS for Inhibitors of Tau Fibril Formation, Fluorescence Polarization | tau K18 P301L Alexa594 fluorescence, heparin fibrillization | Potency, µM (doses to about 57.7 µM), without a hit: at the highest dose activity change, negative = decrease | 280,000 tested, 0.93% active; further: on the % scale 0 is the no-effect control and ±100 the full control effect; nearly all actives have a fitted effect of over 55% in size
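Human tau K18 P301L (15 uM unlabeled, 0.24 uM Alexa 594-labeled) in 100 mM sodium acetate pH 7 with 20 uM heparin, 6 hr at 37 C. ThT 30 uM added, 1 hr ambient; Alexa 594 FP and total fluorescence read at 555/632 nm.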
RECQ1 helicase = qHTS Assay for Inhibitors of RecQ-Like Dna Helicase 1 (RECQ1); 240,000 tested, 0.54% active; RECQ1 DNA unwinding, red fluorescence kinetic read; ATP-dependent DNA helicase Q1 (Homo sapiens), P46063; Potency, µM (top dose mostly 57.3 µM), for inactives: at the top dose activity, negative = inhibition, actives largely listed as inhibitors;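 further: plate controls were vehicle for no effect and no enzyme for full effect; nearly all actives have a fitted effect of over 30% in size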
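50 nM RECQ1T1 preincubated 15 min with compound in Tris pH 8.0 buffer with MgCl2, DTT, Tween-20 and 2.5 ug/ml poly(dI-dC); started with 200 nM TAMRA/BHQ-2 forked duplex and 2 mM ATP. Unwinding read as fluorescence (525/598 nm), two reads 2 h apart.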
Tau fibril ThT = qHTS for Inhibitors of Tau Fibril Formation, Thioflavin T Binding; Microtubule-associated protein tau (Homo sapiens), P10636; recombinant tau K18 P301L, heparin-induced fibrillization, ThT fluorescence; Potency, µM (titrated, usually from 57.4 µM), inactives show top-dose activity, negative = inhibition, hits mostly inhibitors; 270,000 tested, 2.1% active; AID 1460, 2008; further: on the % scale 0 is the no-effect control and ±100 the full control effect; nearly all actives have a fitted effect of over 55% in size
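ThT emission at 510 nm, taken 1 hr after adding 30 uM dye, quantifies aggregates formed when 20 uM heparin acts on human tau K18 P301L for 6 hr at 37 C.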
TR SRC2 fluor cs = Total Fluorescence Counterscreen for Inhibitors of the Interaction of Thyroid Hormone Receptor and Steroid Receptor Coregulator 2; AID 1479, 2009; TRb/SRC2 Texas Red total fluorescence interference; 280,000 tested, 0.29% active; Potency, µM (titrated, usually from 106 µM), for the others: top-dose fluorescence change, negative = quenching; active means well fitted curve in either direction with a large enough effect; inconclusive means small, poorly fitted or top-dose-only effect; further: on the % scale 0 is the no-effect control and ±100 the full control effect
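Flags fluorescent or light-absorbing compounds by total fluorescence, S + 2P, at 555 nm excitation and 632 nm emission. Mixture: 20 nM Texas Red SRC2 peptide, 0.6 uM human TRb LBD, 1 uM T3, 5% DMSO; compound exposure 5 h at ambient temperature.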
L3MBTL1 inh = qHTS Assay for the Inhibitors of L3MBTL1. Lethal(3)malignant brain tumor-like protein 1 (Homo sapiens), Q9Y468. Potency, µM (top dose mostly 57.1 µM), inactives show at the top dose activity, negative = inhibition, actives largely listed as inhibitors. AlphaScreen L3MBTL1–H3K9me1 peptide binding. 230,000 tested, 0.66% active. AID 485360, 2010; further: on the % scale 0 is the no-effect control and ±100 the full control effect; nearly all actives have a fitted effect of over 60% in size
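AlphaScreen proximity signal between nickel-chelate acceptor and streptavidin donor beads (final 10 ug/mL) reports binding of 50 nM L3MBTL1 to 75 nM biotin-H3 K9me1 peptide; complex incubated with compounds 30 min at room temperature; cefsulodin titration as control.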
HTT cytoprotect = qHTS Multiplex Assay to Identify Dual Action Probes in a Cell Model of Huntington: Cytoprotection (ATP) | Potency, µM (highest dose often 56.4 µM), inactives show cytoprotection (ATP increase), most hits filed as activators | AID 1471, 2008 | PC12 HTT-Q103 induced, cytoprotection, ATP luminescence, 40 h | 230,000 tested, 0.14% active;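 further: % of control where 0% means no effect; nearly all actives have a fitted effect of over 45% in size; toxic huntingtin expression switched on by the ecdysone agonist tebufenozide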
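Huntington model: PC12 line, ecdysone-inducible HTTQ103 exon1–GFP, tebufenozide 100 nM. Test articles in a dose series. Endpoint luminescence from cellular ATP.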
An asterisk follows results filed as active; i = inactive; u = inconclusive; x = no result given; [ ] = remark or other dose. Unless noted, the call rests on the fitted dose curve; in most records, active means well fitted curve in the direction sought with a large enough effect; inconclusive means small, poorly fitted or top-dose-only effect, or another doubt; inactive means no such curve, though single readings can be large; an effect the other way counts as inactive or inconclusive. Potency means the concentration at half of the fitted maximal effect. Only part of the results is shown (hit frequency here may not be typical).

Each structure is followed by: TRb-SRC2 inh, Tau fibril FP, Tau fluor counter, RECQ1 helicase, Tau fibril ThT, TR SRC2 fluor cs, L3MBTL1 inh, HTT cytoprotect
1. OC(COc1ccc(Cl)cc1)CN1CCCCC1 (configuration not stated)
→ -12%, 0%, 6%, i, 3%, 0%, 1%, -5%
2. CCc1ccc(CNC(=O)CN2CCSc3ccccc32)cc1
→ -1%, 8%, -14%, x, 2%, -5%, x, x
3. CC(=O)c1c(C)[nH]c(C(=O)CSc2ccc(F)cc2)c1C
→ 1%, -10%, -25%, -2%, -19%, -8%, -2%, 5%[10 µM]
4. O=C(NCCN=C1NS(=O)(=O)c2ccccc21)c1ccncc1
→ -6%, 1%, 1%, -1%, -6%, -2%, x, -5%
5. COc1ccc(CN(CCN(C)C)c2ncccn2)cc1
→ -4%, u, -11%, -3%, -4%, 0%, x, -27%
6. Oc1ccc(Cl)cc1C1=Nc2ccccc2N=C(c2ccccc2)C1
→ -3%, 0%, -10%, x, -5%, 6%, x, x
7. O=C(NC1CCCC1)c1ccc(Br)o1
→ 4%, -3%, -2%, -16%, -8%, 0%, x, -14%
8. CCc1nn(CC(=O)N2CCN(c3cccc(C)c3C)CC2)c(=O)c2cc3sccc3n12
→ 5%, -4%, -9%, x, -12%, 4%, x, x
9. Cc1cccc(CNc2cc(-c3ccc(N(C)C)cc3)ncn2)c1
→ -4%, u, u, -14%, u, -1%, x, -9%
10. Cc1nn(C(=O)c2c([N+](=O)[O-])cnn2C)c(C)c1Cl
→ 1%, 5%, 1%, -2%, -6%, -3%, 0%, 11%[10 µM]
11. CCc1c(C)sc(NC(=O)c2cc(CC(C)C)on2)c1C#N
→ -6%, 8%, -21%, -14%, u, -4%, x, -4%
12. Brc1ccc(-c2nnc(-c3ccco3)o2)cc1
→ 5%, -14%, u, -5%, -17%, 1%, 5%, -62%[inhibitor]
13. CCCCNC(=O)Cc1cc(=O)[nH]c(=O)[nH]1
→ 1%, 0%, -4%, -8%, -7%, -1%, 2%, -1%[10 µM]
14. Cn1nnc2cc(C(=O)NCCC3=CCCCC3)ccc21
→ -13%, 7%, 0%, i, -5%, 0%, x, -16%
15. Cc1cccc(NC(=O)CS(=O)(=O)c2cn(C)c3ccccc23)c1C
→ -1%, 0%, 9%, -8%, 11%, -5%, -7%, 13%[1.9 µM]
16. CN(CCNC(=O)c1cn(C)c2ccc(S(=O)(=O)N3CCCC3)cc2c1=O)CCc1ccccc1
→ -4%, 0%, -3%, i, -5%, 4%, 0%, -21%
17. CCNC(=O)c1ccccc1-c1nc(-c2ccccc2Cl)no1
→ 0%, -3%, -2%, -3%, -5%, -2%, 5%, -34%
18. CCCC1=C(C(=O)OCC)C(c2sccc2C)n2ncnc2N1 (configuration not stated)
→ 1%, 11%, -12%, i, -7%, -6%, 6%, 20%[10 µM]
19. Cc1nc([N+](=O)[O-])c(Sc2nc3ccc([N+](=O)[O-])cc3[nH]2)n1Cc1ccccc1
→ -6%, 7%, -5%, -2%, -7%, 12%, -9%, u
20. O=c1c(N2CCOCC2)nsnc1N1CCOCC1
→ -20%, -10%, 0%, i, 5%, 1%, -8%, -5%[10 µM]
21. Cc1coc2cc3oc(=O)c(CC(=O)NCc4ccc(F)cc4)c(C)c3cc12
→ -7%, -14%, -13%, x, -7%, 1%, x, x
22. O=C(COc1ccc(Br)cc1CNCCc1ccccc1)NCc1ccccc1
→ 1%, -7%, -19%, i, -15%, -1%, -7%[11.4 µM], -231%[inhibitor]
23. O=C1COC(c2ccccc2)C2CCCCN12 (configuration not stated)
→ -4%, 8%, -4%, -2%, -7%, -1%, -6%, x
24. CCOCCCNC(=O)c1cnc2sc(N3CCCCC3)nn2c1=O
→ -2%, -6%, -5%, x, -11%, -3%, x, x
25. COc1ccc(CNC(=O)CCc2c(C)nc3ncnn3c2C)cc1
→ -23%, -1%, 3%, -10%, 0%, 0%, 36%[activator], -4%
26. CCOC(=O)c1[nH]c(C)c(C(=O)Nc2cccc(Cl)c2C)c1C
→ 5%, -6%, -9%, -6%, u, 0%, 4%, -76%[inhibitor]
27. O=P(O)(CCc1ccccn1)CN1CCCCC1
→ -1%, 5%, 0%, -6%, -1%, -3%, 13%, 5%
28. Cc1cccc(CNc2ccnc(-c3ccc(C(=O)N(C)C)cc3)n2)c1
→ -1%, -15%, -13%, 6%, -7%, -5%, x, -12%
29. CC(=O)Nc1ccc(NC(=O)Nc2sc3nc4n(c(=O)c3c2C)CCC(C)CC4)cc1 (configuration not stated)
→ 5%, -4%, u, x, u, -13%, x, x
30. Cn1c(=O)c2c(nc(NNC(=O)C(F)(F)F)n2C)n(C)c1=O
→ -7%, -4%, -11%, i, -15%, -2%, -4%, x
31. Cc1cc2nnc(SCC(=O)N3CCCCCC3)n2c(N)n1
→ -4%[53 µM], 2%, 10%, 8%, 0%, -2%[53 µM], 16%, 2%[10 µM]
32. CCOc1ccc(NC(=O)CSC2=Nc3ccccc3C3=NC(CC(=O)NCc4ccccc4OC)C(=O)N23)cc1 (configuration not stated)
→ 5%, -3%, -12%, x, -2%, 0%, x, x
33. COC(=O)Cn1c(=O)c2c(nc3n2CCN3c2ccc(F)cc2)n(C)c1=O
→ 1%, -4%, -9%, x, -5%, -23%, x, x
34. CCOC(=O)c1sc(S(C)=O)c2c1CCc1conc1-2 (configuration not stated)
→ 0%, u, -16%, 21%, u, -4%, -29%, -9%[10 µM]
35. COc1cc(C)c(NC(=S)Nc2cccc(Cl)c2)cc1OC
→ -15%, 2%, -16%, -6%, -10%, 0%, -4%, 29%[10 µM]
36. CCOCCn1c(CN2CCC(C)CC2)nc2c1c(=O)n(C)c(=O)n2C
→ 3%, -7%, -7%, -2%, -2%, -1%, -3%, 7%
37. COc1ccc(N2C(=O)/C(=C\c3ccco3)N=C2SCC(=O)N(C(C)C)C(C)C)cc1Cl
→ 0%, 0%, -23%, -16%, u, -6%, -13%, -11%[10 µM]
38. CCOc1ccc(-n2nc(C(=O)N3CCN(CC)CC3)c3ccccc3c2=O)cc1
→ u, -5%, -4%, -4%, -2%, 1%, u, 17%[10 µM]
39. C=CCNC(=S)N/N=C/c1ccc(C)cc1C
→ -5%, 4%, -11%, i, u, 1%, -7%, 3%[10 µM]
40. COc1cccc(C(NC(=O)c2ccccc2F)NC(=O)c2ccccc2F)c1
→ 3%, 1%, -4%, 3%, -4%, -2%, -6%, -23%
41. COC(=O)N/N=C\c1cccc(OC(=O)c2cccs2)c1
→ -6%, -13%, -16%, -4%, -13%, -1%, x, -17%
42. Cc1ccc2nc(-c3ccc(Cl)c(NC(=O)COc4ccc([N+](=O)[O-])cc4)c3)oc2c1
→ 4%, -8%, -7%, x, -7%, -2%, x, x
43. Cc1c(-c2ccncc2)oc2ccc(Br)cc2c1=O
→ -3%, -6%, -5%, i, -7%, -1%, 2%, -5%[10 µM]
44. CCOc1ccc(CN2CCC(=O)NC2=O)cc1
→ -7%, -1%, 0%, -10%, -2%, -1%, 2%, 5%
45. COc1cccc(C=Nc2ccccc2C(=O)Nc2ccccc2)c1O
→ -4%, -3%, 1%, 3%, 3%, 1%, -5%, x
46. CCn1cc(C(=O)Nc2cc(C)ccc2C)c(=O)c2ccc(C)nc21
→ 0%, 10%, 8%, 22%, 0%, -2%, u, 7%[10 µM]
47. COc1ccc(NC(=O)CSc2nnc(Cc3cccn3C)n2CCc2ccccc2)cc1OC
→ -3%, -1%, -22%, i, u, 1%, -17%, -19%
48. CCCNC(=O)N1CCCN(S(=O)(=O)c2ccc3c(ccn3CC)c2)CC1
→ 0%, 1%, -1%, x, -4%, 3%, x, x
49. CCN(CC)C(=O)c1nn(-c2ccccc2)c2c1C1CCC2(C)C1(C)C (configuration not stated)
→ -10%, -1%, -4%, 3%, -4%, -1%, x, -9%
50. CCOC(=O)c1c(CN2CCN(C)CC2)n(-c2ccccc2)c2cc(Br)c(O)cc12
→ 0%, u, -15%, 7%, 13%, -1%, 2%, -24%[10 µM]

Next records follow.
Each structure is followed by: TRb-SRC2 inh, Tau fibril FP, Tau fluor counter, RECQ1 helicase, Tau fibril ThT, TR SRC2 fluor cs, L3MBTL1 inh, HTT cytoprotect
51. CC(NC(=O)c1cnc2n(c1=O)CCS2)c1ccccc1 (configuration not stated)
→ 0%, -6%, 0%, -2%, 0%, -4%, 13%, -3%
52. CCOC(=O)c1sc2nc(CSc3ccccc3Cl)[nH]c(=O)c2c1C
→ 12%, -14%, -17%, 3%, -9%, -2%, x, -121%[inhibitor]
53. O=C(NCCCN1CCOCC1)c1ccc(Cl)cc1[N+](=O)[O-]
→ 3%[53 µM], -6%, -7%, i, -5%, -2%[53 µM], -2%, -7%[10 µM]
54. COc1ccccc1Nc1nc(NCc2ccco2)c2ccccc2n1
→ 1%, u, 22µM*[quencher], u, u, -1%, -7%, -2%[10 µM]
55. Cn1c(=O)c2c(nc(NCc3ccco3)n2C)n(C)c1=O
→ -7%, 7%, 2%, -2%, -7%, -1%, x, 6%
56. CCN(CC)S(=O)(=O)c1ccc(C(=O)Nc2ccc(Cc3ccncc3)cc2)cc1
→ 5%, -14%, -23%, 11%, -3%, -1%, -10%, 0%[10 µM]
57. COc1ccc(Cc2nnc(NS(=O)(=O)c3ccc(Cl)cc3)s2)cc1OC
→ 2%, 0%, -11%, i, u, -7%, -1%, -4%[10 µM]
